GLP1R ag: agonists of human GLP-1 receptor; 380,000 compounds, 0.007% hits; P43220; AID 624172; HEK293 GLP-1R CRE-luciferase, luminescence, 4-6 h; cells express a hypersensitive GLP-1R form; Potency, µM (titrated, usually from 45.6 µM), for inactives: top-dose activation, actives largely listed as activators; note: % of control where 0% means no effect
Target sequence (P43220 whole entry, looked up): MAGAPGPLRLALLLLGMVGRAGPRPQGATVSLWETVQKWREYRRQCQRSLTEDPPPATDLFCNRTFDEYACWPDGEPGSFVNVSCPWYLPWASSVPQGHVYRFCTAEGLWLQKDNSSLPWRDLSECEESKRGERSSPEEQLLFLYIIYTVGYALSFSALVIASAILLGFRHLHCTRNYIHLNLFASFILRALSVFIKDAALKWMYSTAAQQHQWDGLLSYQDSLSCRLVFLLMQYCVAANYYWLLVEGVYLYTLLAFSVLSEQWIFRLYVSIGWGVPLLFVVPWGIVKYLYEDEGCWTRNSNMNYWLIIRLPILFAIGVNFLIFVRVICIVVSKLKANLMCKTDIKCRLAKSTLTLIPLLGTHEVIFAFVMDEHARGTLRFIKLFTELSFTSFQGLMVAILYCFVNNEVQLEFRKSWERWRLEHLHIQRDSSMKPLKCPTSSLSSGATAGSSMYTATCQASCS
HT1080-NT tox: kills 2HG-producing HT-1080-NT fibrosarcoma cells; Potency, µM (highest dose often 46.1 µM), for the others: at the highest dose activity, negative = less viability, hits mostly cytotoxic; HT-1080-NT fibrosarcoma viability, CellTiter-Glo ATP luminescence, 48 h; 360,000 compounds, 1.6% hits; AID 686970;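 note: NT is the 2HG producing partner of a matched IDH1 knockdown line; 0% = DMSO-treated cells and -100% = media-only wells without cells; nearly all actives have a fitted effect of over 55% in size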
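750 cells/well, RPMI + 5% FBS; 2 h settle, compound pin-transfer, 48 h at 37 degrees C. CellTiter-Glo 10 min RT, luminescence. Normalized to DMSO and media-only wells.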
GLP1R inv ag: GLP-1 receptor (human) inverse agonism; P43220; HEK293 GLP-1R CRE-luciferase, luminescence, 24 h; GLP-1R form is constitutively active; Potency, µM (titrated, usually from 38.3 µM), inactives show at the highest dose activity change, negative = inhibition, actives largely listed as inhibitors; 410,000 compounds, 1.6% hits; note: % is set by controls: 0 for no effect and ±100 for the full control effect; nearly all actives have a fitted effect of over 55% in size
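Seeding at 200 cells/uL, 12 h culture, 24 hr compound treatment, then luciferase reagent and a luminescence read; cells are HEK293 stably expressing a constitutively active GLP-1R plus cAMP-responsive luciferase.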
HEK293 tox: cytotoxicity counter-screen for GLP-1 receptor inverse agonists. 410,000 compounds, 0.13% hits. AID 624418. HEK293 cAMP-luciferase reporter cells, luminescence, 24 h. Potency, µM (titrated, usually from 38.3 µM), for the others: top-dose activity change, negative = inhibition, usual class: inhibitors;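 note: loss of luciferase light is scored as toxicity; % is set by controls: 0 for no effect and ±100 for the full control effect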
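Luminescence readout: signal drop marks cytotoxicity. Plated cells grew 12 h at 37 °C, 5% CO2, received 23 nL compound for 24 h, then got luciferase reagent, read after 12 min at RT.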
SW480 rereplic: inducers of DNA re-replication in SW480 colon cancer cells; SW480 DNA re-replication, Hoechst DNA content imaging, 48 h; AID 624297; Potency, µM (series often up to 46.1 µM), without a hit: at the top dose re-replication activation, most hits filed as activators; 340,000 compounds, 1.8% hits; note: % of control where 0% means no effect; nearly all actives have a fitted effect of over 55% in size
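Treated cells incubate 48 hr (37 C, 5% CO2), are stained 40 min with Hoechst, and nuclear fluorescence is enumerated; a rise in nuclei with high DNA signal marks re-replication.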
TDP-43 yeast inh: inhibitors of TDP-43 toxicity in yeast. TDP-43 expressing yeast growth rescue, BacTiter-Glo, 24 h. Potency, µM (highest dose often 46.1 µM), inactives show at the top dose growth rescue (activation), hits mostly activators. 410,000 compounds, 1.8% hits; note: % of control where 0% means no effect; nearly all actives have a fitted effect of over 50% in size
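Galactose-induced TDP-43 yeast, OD600=0.02, compound pinned; 24 hr, 30 deg C; BacTiter-Glo luminescence for growth. Inhibitors of TDP-43 toxicity read as activators.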
KB-V1 cytotox: kills drug-selected multidrug resistant KB-V1 cells; KB-V1 MDR cells viability, CellTiter-Glo, 72 h; 400,000 compounds, 3.4% hits; Potency, µM (series often up to 46.1 µM), for the others: at the highest dose activity change, negative = cytotoxicity, hits mostly cytotoxic; note: % is set by controls: 0 for no effect and ±100 for the full control effect; nearly all actives have a fitted effect of over 60% in size
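KB-V1, DMEM (no phenol red) + 10% FBS; cpd pin-transferred, titration series; 72 h, 37 degrees C; CellTiter-Glo, luminescence. Data normalized, curve-fit.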
KB-3-1 cytotox: KB-3-1 parental cell cytotoxicity; Potency, µM (highest dose often 46.1 µM), for the others: top-dose activity change, negative = cytotoxic, usual class: cytotoxic; KB-3-1 viability, CellTiter-Glo ATP luminescence, 72 h; 400,000 compounds, 1.4% hits; note: % is set by controls: 0 for no effect and ±100 for the full control effect; nearly all actives have a fitted effect of over 60% in size
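Parental KB-3-1 viability, qHTS format: 72 h compound exposure, 37 °C; CellTiter-Glo; media-only wells and DMSO plates as controls; concentration-effect fits on corrected data.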
HT1080 IDH1KD tx: kills HT-1080 cells with IDH1 knockdown | HT-1080 IDH1 knockdown viability, ATP luminescence, 48 h | Potency, µM (titrated, usually from 46.1 µM), for the others: at the top dose activity, negative = toxicity, most hits filed as cytotoxic | 360,000 compounds, 2% hits | AID 686971;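 note: 0% = DMSO wells and -100% = cell-free medium wells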
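Viability of IDH1-knockdown HT-1080 fibrosarcoma cells was assessed by CellTiter-Glo after 48 h at 37 °C with titrated compound; concentration-effect curves were classified by fit quality and response size.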
Active calls of the source: *; u = inconclusive; x = not tested or not shown; & = joins results of further samples; [ ] = dose if it differs, or a comment. Calls come from the whole dose curve; as a rule, active = well fitted curve in the direction sought with a large enough effect; inconclusive = small, poorly fitted or top-dose-only effect, or another doubt; inactive = no such curve, though single readings can be large; an effect the other way counts as inactive or inconclusive. Potency is the fitted concentration of half-maximal effect.

smiles | GLP1R ag | HT1080-NT tox | GLP1R inv ag | HEK293 tox | SW480 rereplic | TDP-43 yeast inh | KB-V1 cytotox | KB-3-1 cytotox | HT1080 IDH1KD tx
OCCC1CN(Cc2nc(-c3ccccc3)cs2)CCN1C1CCCC1 (stereo not given) | -3% | -3% | u | 7% | 0% | 2% | u | 3% | 0%
CCOc1ccc(NS(=O)(=O)c2ccc(NC(=O)c3ccccc3C(=O)O)cc2)cc1 | -2% | 15% | 6% | 0% | -10% | -20% | u | -1% | 18%
CCOC(=O)c1c(N2C(=O)C3C4C=CC(C4)C3C2=O)sc2c1CCC(C)C2 (stereo not given) | -1% | -3% | 8% | 8% | -7% | 15% | u | -1% | -6%
N#CC1=C(N)SC(N)=C(C#N)C1CCc1ccccc1 | -6% | u | -24% | 9% | -13% | 9% | 7% | -7% | u
CC(C)(CN1CCCC1)NC(=O)C1CCC(=O)N(CCCN2CCOCC2)C1 (stereo not given) | -3% | -2% | 8% | 1% | -27% | -16% | -4% | -8% | 5%
O=C(CCCOc1ccc(Cl)cc1Cl)NNC(=O)c1ccc(NC(=O)c2ccccc2)cc1 | -22% | 6% | 12% | 11% | -1% | 10% | 27% | -12% | 14%
CC1CCCN(C(c2ccccc2)c2sc3ncnn3c2O)C1 (stereo not given) | 3% | 4% | -14% | 0% | 0% | 11% | u | -14% | -4%
CCOc1ccc(-c2ncncc2-c2ccccc2OC)c(O)c1 | 9% | -17% | u | 12% | u | 5% | u | u | -10%
COc1ccc(NC(=O)CC2COc3ccccc3O2)c(OC)c1 (stereo not given) | 0% | 27% | 9% | -7% | -2% | 19% | 0% | -1% | 13%
CC(=O)Nc1ccc(C(=O)Nc2ccc(S(=O)(=O)N3CCCC3)cc2)cc1 | 10% | -5% | 11% | 56%[activator] | -4%[9.22 µM] | 2% | 15% | -13% | 0%
O=C(CSc1nnc(-c2cccs2)n1C1CC1)NC1CCS(=O)(=O)C1 (stereo not given) | 9% | 0% | 11% | 0% | 8% | -23% | x | x | -1%
COc1cccc(C(=O)CSc2nnc(CNS(C)(=O)=O)n2-c2ccc(C)cc2)c1 | 0% | -1% | -1% | -6% | -6% | 22% | 2% | -2% | -3%
O=C(CSCCO)N1CCc2ccccc21 | 9% | 12% | 3% | 3% | -22% | 13% | 17% | 20% | 9%
COc1ccc(N2CCN(C(=O)CCSCc3ccccc3F)CC2)cc1 | 10% | 7% | u | 5% | -2% | 10% | u | 5% | 6%
Cn1nc(OC(=O)Nc2ccc(F)cc2)cc1C(F)(F)F | 2% | 17% | 0% | 2% | 0% | 1% | u | 7% | 12%
O=C(NCCNC(=O)c1ccccc1Cl)c1ccco1 | 3% | 8% | 16% | 10% | -3% | 8% | 3% | -6% | 7%
Cc1ccc(C(=O)NNC(=O)c2ccc(NC(=O)C(C)(C)C)cc2)cc1 | 3% | 2% | 9% | u | -22% | 14% | -13% | 3% | 7%
O=C(NC1CCCCCC1)c1cccs1 | 0% | 5% | 0% | -6% | -22% | -9% | 18% | -21% | -1%
COCCCn1cc(C(=O)c2cc(Br)ccc2O)cc(C#N)c1=O | 1% | -21% | -17% | -7% | -6% | -34% | u | -21% | -8%
C/C(=N\NC(=O)c1nc(C)cc(C)n1)c1ccccc1 | -6% | 27% | -24% | -2% | -11% | 3% | 10% | 7% | 12%

Copied from the list:
Result for COc1ccc(N2CCN(C(=O)CCSCc3ccccc3F)CC2)cc1 in HT1080 IDH1KD tx: 6%
Result for O=C(CSCCO)N1CCc2ccccc21 in HT1080-NT tox: 12%

Next records.
smiles | GLP1R ag | HT1080-NT tox | GLP1R inv ag | HEK293 tox | SW480 rereplic | TDP-43 yeast inh | KB-V1 cytotox | KB-3-1 cytotox | HT1080 IDH1KD tx
COC(=O)C1CN(C(=O)C(C)Oc2ccccc2Cl)c2ccccc2O1 (stereo not given) | 13% | 6% | -14% | -4% | -3% | 11% | 17% | -3% | 0%
COc1ccccc1Cn1c(=S)[nH]c2cc(C(=O)N3CCC(C(N)=O)CC3)ccc2c1=O | -1% | 12% | 26% | 12% | 5% | 6% | 17% | 4% | 8%
CCc1nnc(SC(CC)C(=O)NCCOC)c2cc3occc3n12 (stereo not given) | x | x | -9% | -8% | x | 0% | 30% | 3% | x
CCOC(=O)C(NC(C)=O)C(=O)O (stereo not given) | -18% | 0% | 8% | 0% | -4%[9.22 µM] | -4% | 8% | -4% | 1%
CCOC(=O)C1=C(O)C(=O)N(Cc2cccnc2)C1c1ccc(C)cc1 (stereo not given) | 0% | 3% | 15% | -10% | -22% | 9% | 19% | -8% | 0%
Cc1ccc(OC(C)C(=O)Nc2ccc(S(=O)(=O)Nc3cc(C)on3)cc2)cc1 (stereo not given) | -2% | 2% | 1% | 3% | -8% | -8% | 9% | -4% | -5%
Cc1cccc(C(O)c2cnc(C)n2Cc2ccccc2)c1 (stereo not given) | 4% | -2% | u | -8% | x | 18% | u | -27% | -21%
Cc1ccccc1CNCc1c(C(=O)O)c(C)n(Cc2ccc(F)cc2Cl)c1C | x | x | 2% | -3% | x | -15% | u | -10% | x
COc1ccccc1NC(=O)CSc1oc(-c2ccccc2)nc1S(=O)(=O)c1ccccc1 | x | x | u | -8% | x | 6% | -11% | -21% | x
COc1ccc(C)cc1NC(=O)C(OC(=O)CNC(=O)c1cccc(F)c1)c1ccccc1 (stereo not given) | 7% | -6% | -2% | 2% | -5% | -6% | -8% | u | -3%
CCN(c1cccc(C)c1)S(=O)(=O)c1ccc(-n2cccn2)cc1 | -1%&-1% | -15% | u | -1%&-12% | 20% | -2%&23% | 3%&2% | -10%&2% | -7%
CCOc1ccc(CNC(=O)CN2C(=O)CSc3c2c(C)nn3-c2ccccc2)cc1 | x | x | 13% | 1% | x | 12% | -7% | 0% | x
C=CCNc1ncnc2ccccc12 | 0% | -3% | 4% | 0% | -8% | -14% | u | -15% | 1%
c1ccc(CN2CCN(Cc3cn4cccnc4n3)CC2)cc1 | 9% | 12% | 12% | -12% | -7% | -23% | -4% | 7% | 23%
COc1ccc(N(C2=NCCCS2)S(=O)(=O)c2ccc(C(C)(C)C)cc2)cc1 | -1% | -10% | 1% | 3% | 6% | x | -4% | 3% | 2%
COc1cc([N+](=O)[O-])ccc1NC(=O)NCc1ccccn1 | 12% | 18% | 19% | -1% | 3% | 5% | 0% | 1% | 15%
COc1ccccc1/C=C/C=N/n1c(-c2ccc(Cl)cc2Cl)n[nH]c1=S | -7% | 3% | -17% | 3% | -4% | u | 18% | 4% | 1%
O=C(Nc1ccc(N2CCCCC2)cc1)c1ccc2ccccc2n1 | 3% | -4% | u | 12% | -13% | 9% | -14% | -3% | -3%
CCN(CC(=O)Nc1c(F)cccc1F)C(=O)c1ccc2c(=O)n3c(nc2c1)CCC3 | -6% | 5% | 9% | 4% | -15% | 21% | -2% | 0% | 4%
CCN(CC1CCCO1)C(=O)CCc1nnc(Cc2ccc3c(c2)OCO3)o1 (stereo not given) | 13% | 13% | -6% | 0% | -6% | -15%[1.82 µM] | -22% | 0% | 11%

(listing goes on)
smiles | GLP1R ag | HT1080-NT tox | GLP1R inv ag | HEK293 tox | SW480 rereplic | TDP-43 yeast inh | KB-V1 cytotox | KB-3-1 cytotox | HT1080 IDH1KD tx
CC(=O)C1=C(C)NC(=O)NC1c1cccs1 (stereo not given) | -1% | 0% | 20% | 21% | -2% | -14% | -15% | 5% | -1%
Cc1cccc(C(=O)OCC(=O)NC23CC4CC(CC(C4)C2)C3)c1O | 8% | -3% | u | 10% | 28% | -1% | 8% | -10% | -17%
Cc1cccc(NC(=O)CN2C(=O)N/C(=C/c3cc(C)n(C)c3C)C2=O)c1 | 1% | 5% | 10% | 14% | 0% | -12% | -2% | 18% | 9%
Cc1ccc2nc(NC(=O)c3ccco3)sc2c1 | -55%[inhibitor] | -22% | u | -15% | 0% | 13% | -4% | -15% | -25%
Cc1ccc(N(C(C)C(=O)N2CCOCC2)S(C)(=O)=O)cc1C (stereo not given) | 2% | -5% | -7% | -1% | 23µM* | -25% | 0% | -2% | 0%
COc1cc(C=O)ccc1OCC(=O)N1CCOCC1 | -6% | -4% | 2% | -14% | 0%[9.22 µM] | -5% | 14% | 4% | -3%
Cc1ccc(NS(=O)(=O)c2cccc(C(=O)NCC(c3ccco3)N3CCCCC3)c2)cc1 (stereo not given) | 0% | -6% | u | 11% | 2% | 10% | -14% | -12% | 2%
CC1=Nc2cc([N+](=O)[O-])ccc2NC(C)(C)C1 | -4% | -3% | 29% | -24% | 0% | -2% | 8% | -16% | -5%
COc1cccc(NC(=O)C2(C)CCN2C(=O)Cc2ccc(-c3ccccc3)cc2)c1 (stereo not given) | -9% | u | u | 1% | x | 0% | -22% | -11% | u
CCN(C(=O)CSc1nc2ccc([N+](=O)[O-])cc2s1)c1c(N)n(Cc2ccccc2)c(=O)[nH]c1=O | -4% | 14% | -13% | -15% | 1% | 6% | 17% | 0% | 0%
O=C(COc1ccc(F)cc1)OCc1cc(=O)n2nc(C3CCCCC3)sc2n1 | x | x | 5% | 1% | x | 12% | 14% | 10% | x
Cc1cccc(C)c1OCc1cc(=O)n2c3c(sc2n1)CCCC3 | 6% | x | u | 0% | x | 35µM* | -10% | 1% | x
CCN(CC(=O)Nc1ccc(OC)cc1)CC(=O)N1CC(=O)Nc2ccccc21 | 14% | 2% | 4% | -5% | -7% | 19% | -2% | 4% | 0%
Cc1cc(Br)ccc1NC(=O)c1c(C)oc2ncnc(N3CCCCC3)c12 | x | x | -29% | -7% | x | 29% | -7% | 0% | x

SW480 rereplic: what is marked active above
| structure | GLP1R ag | SW480 rereplic |
| --- | --- | --- |
| Cc1ccc(N(C(C)C(=O)N2CCOCC2)S(C)(=O)=O)cc1C (stereo not given) | 2% | 23µM* |

Screening data: PubChem, National Center for Advancing Translational Sciences (NCATS)
